Bioassay records as filed in PubChem.
ssDAF12 agonist = activates DAF-12 receptor from parasite S. stercoralis. HEK293 ssDAF-12/GRIP1 lit1-tk-luc reporter, luminescence; % of 3 µM dafachronic acid response. activation, % at 6.8 µM. 370,000 tested, 1% active. AID 652126;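 active = activation above the mean over all tested compounds plus 3 SD, cut at about 0.9% in these data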;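 also: 0% = DMSO-only wells and 100% = 3 µM delta7-dafachronic acid wells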
KLK7 zymogen act = activates the human kallikrein-7 zymogen | P49862 | purified proKLK7, EDANS-DABCYL substrate fluorescence; 100% is mature enzyme control, 0% vehicle | activation, % at 7 µM | 370,000 tested, 0.9% active | AID 652039;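 active = activation above the mean of all tested compounds plus 3 SD, computed per campaign excluding outliers beyond control limits, cut at about 13% in these data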
Target sequence (P49862 whole entry, looked up): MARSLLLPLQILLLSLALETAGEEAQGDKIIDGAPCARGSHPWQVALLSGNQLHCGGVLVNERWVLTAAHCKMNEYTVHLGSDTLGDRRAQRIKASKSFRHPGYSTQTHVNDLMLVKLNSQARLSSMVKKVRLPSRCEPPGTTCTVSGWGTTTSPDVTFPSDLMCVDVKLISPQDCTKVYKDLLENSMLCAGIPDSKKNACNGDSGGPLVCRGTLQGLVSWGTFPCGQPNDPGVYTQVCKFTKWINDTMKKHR
hcDAF12 agonist = activators of H. contortus DAF-12 nuclear receptor | 370,000 tested, 1.4% active | HEK293 hcDAF-12 lit1-tk-luc reporter, luminescence; 0% DMSO, 100% Δ7-dafachronic acid | activation, % at 6.8 µM;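 active = activation above the mean of all tested compounds plus 3 SD, cut at about 5.5% in these data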;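 also: 100% = response to 3 µM Δ7-dafachronic acid high control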
DAX1 inh-1 = inhibits human nuclear receptor DAX1 | HEK293 Gal4-DAX1 luciferase reporter, luminescence | inhibition, % at 6.75 µM | 340,000 tested, 0.99% active | AID 504766;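 active = inhibition above the mean over all tested compounds plus 3 SD, cut at about 4.2% in these data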;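 also: 0% = DAX1-transfected cells with DMSO and 100% = empty-vector control cells with DMSO; inhibition shows as a rise in luminescence from relieved DAX1 repression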
Target sequence (P51843 207-470 limits assumed): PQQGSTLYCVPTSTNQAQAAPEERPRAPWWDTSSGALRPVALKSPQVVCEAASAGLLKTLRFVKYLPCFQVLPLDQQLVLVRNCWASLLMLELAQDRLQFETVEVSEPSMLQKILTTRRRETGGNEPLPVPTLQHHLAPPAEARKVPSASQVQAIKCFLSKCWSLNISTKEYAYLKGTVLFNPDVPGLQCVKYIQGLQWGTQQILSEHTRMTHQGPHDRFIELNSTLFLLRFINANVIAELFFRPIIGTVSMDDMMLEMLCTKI
GC-B act = GC-B (human) receptor activation; P20594; HEK293-GC-B cells, CNP EC30, cGMP TR-FRET; 0% at EC30 CNP, 100% saturating CNP; activation, % at 10 µM; 370,000 tested, 0.11% active; AID 1920062;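 active = activation at 10 µM reaching about 35% in either raw or pattern-adjusted values, limit read from the data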
SMARCA2 activ = increases SMARCA2 function in MMTV reporter cells; MG213 cells, MMTV-luciferase reporter, dexamethasone, overnight; activation, % at 9.1 µM; 370,000 tested, 1% active; AID 652017; in the data active = activation above about 7.8%;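 also: 0% = vehicle wells and 100% = reference activator wells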
hgDAF12 agonist = agonists of H. glycines DAF-12 nuclear receptor; HEK293 GAL4-hgDAF12 UAS-luciferase reporter, agonist luminescence; normalized to butyrate control; activation, % at 6.8 µM; 370,000 tested, 1.8% active;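 active = activation above a cutoff set at the mean of all screened compounds plus 3 SD, cut at about 10% in these data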;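 also: 0% = DMSO wells and 100% = sodium butyrate wells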
GC-A act = GC-A (human) enzyme activation; activation, % at 10 µM; 370,000 tested, 0.14% active; AID 1671463; HEK293 GC-A cells, cGMP TR-FRET, EC30 ANP; 0% at EC30 ANP, 100% saturating ANP; P16066; in the data active = activation above about 40%
GAA850 FXN act = frataxin GAA850 promoter activation. HEK293 lucGAA850 FXN promoter luciferase reporter, 24 h; percent of 10 µM SAHA response. 360,000 tested, 0.56% active. AID 540364. activation, % at 6 µM;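 active = activation above the average of all compounds screened plus 3 SD, cutoff fixed separately per campaign, cut at about 7.5% in these data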;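 also: 0% = DMSO wells and 100% = 10 µM SAHA wells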
DAX1 inh-2 = blocks DAX1 repression of SF-1 activated StAR promoter; HEK293T StAR-luciferase reporter, SF-1/DAX-1 repression relief; inhibition, % at 6.8 µM; 370,000 tested, 1.1% active; AID 652010;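 active = inhibition above the mean over all tested compounds plus 3 SD, cut at about 3.6% in these data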;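 also: 0% = DAX-1 cells with DMSO and 100% = cells lacking DAX-1 with DMSO; higher inhibition means more luminescence from relief of DAX-1 repression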
sPLA2-III inh = Inhibits HGIII-sPLA2 liposome hydrolysis, primary screen; QFRET BODIPY PC-A2 liposome hydrolysis, fluorescence; 370,000 tested, 0.56% active; inhibition, % at 12.2 µM; AID 743126;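 active = inhibition above mean plus 3 SD of compounds lying within the high and low control bounds, cut at about 19% in these data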;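 also: 0% = median of test compound wells and 100% = no enzyme DMSO wells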
Target sequence (Q9NZ20 whole entry, looked up): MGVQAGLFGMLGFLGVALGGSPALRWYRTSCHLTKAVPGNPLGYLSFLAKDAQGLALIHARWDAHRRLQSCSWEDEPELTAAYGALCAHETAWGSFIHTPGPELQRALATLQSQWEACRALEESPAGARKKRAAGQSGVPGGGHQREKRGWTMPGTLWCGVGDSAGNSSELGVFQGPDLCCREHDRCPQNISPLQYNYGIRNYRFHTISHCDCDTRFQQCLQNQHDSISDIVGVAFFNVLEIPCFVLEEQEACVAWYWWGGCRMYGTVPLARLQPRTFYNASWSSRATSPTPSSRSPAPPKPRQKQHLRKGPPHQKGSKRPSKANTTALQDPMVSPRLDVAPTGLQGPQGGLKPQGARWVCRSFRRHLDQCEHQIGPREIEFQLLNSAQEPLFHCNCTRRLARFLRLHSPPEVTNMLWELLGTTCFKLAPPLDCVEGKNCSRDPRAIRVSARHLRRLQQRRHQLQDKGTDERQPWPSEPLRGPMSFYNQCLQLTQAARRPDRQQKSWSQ
* marks the source's active call; other numbers are inactive results; x = no result given.

SMILES	ssDAF12 agonist	KLK7 zymogen act	hcDAF12 agonist	DAX1 inh-1	GC-B act	SMARCA2 activ	hgDAF12 agonist	GC-A act	GAA850 FXN act	DAX1 inh-2	sPLA2-III inh
Cn1nc(C(=O)OCc2ccc(Br)cc2F)c2ccccc2c1=O	-0.3	0.0	0.1	-1.2	-4	0	4.3	-2	1.0	-0.7	1
CC12CC3CC(C)(C1)CC(C(=O)NCc1ccncc1)(C3)C2	-1.6	-0.8	-0.6	-1.2	2	1	0.1	4	7.0	-0.4	1
c1ccc(Cc2cc(-c3ccccc3)on2)cc1	-0.6	-0.8	1.1	5.5*	2	2	9.8	-15	4.7	0.4	6
Cc1c(Br)c([N+](=O)[O-])nn1CC(=O)NCc1ccco1	-1.4	0.7	-0.2	-0.5	2	-1	1.2	2	0.5	-0.5	4
NCC1CCN(c2nc3ccccc3c3c2CCCC3)CC1	-1.1	-0.3	-2.1	0.3	-12	-2	-0.1	-26	-0.5	0.2	7
CC(C)N1CCCC(CNC(=O)CCc2nnc(CCCCc3ccccc3)o2)C1 (stereo not given)	-1.2	0.0	0.2	1.9	4	-6	0.6	3	1.9	-0.3	2
CCOC(CCn1c(SCC(=O)NC2CCCC2)nc2ccccc2c1=O)OCC	-1.4	0.0	1.8	0.9	-2	6	0.6	-6	0.3	-0.2	5
CC(C)CCNC(=O)Cn1c(=O)oc2cc(S(=O)(=O)N3CCc4ccccc43)ccc21	-0.5	0.0	0.7	1.4	-1	-3	-6.4	0	-1.8	-1.7	-4
C/C(=N\NC(=O)CNc1cccc2ccccc12)c1ccc(Br)s1	-1.6	3.0	2.0	0.5	-2	0	-0.8	-6	0.4	0.7	0
COc1ccc(NC(=O)CSc2nc3c(c(=O)n2C)SCC3)cc1OC	-1.3	-0.3	-1.3	-0.5	-4	1	-3.9	0	0.1	-0.1	5
O=C(NCCCCc1ccccc1)C1CC(c2ccc([N+](=O)[O-])cc2)=NO1 (stereo not given)	-1.1	0.1	-1.3	0.2	-4	-1	-0.3	1	2.6	0.0	-4
Cc1ccc(OCC(=O)Nc2ccc3c4c(cccc24)CC3)c(C)c1	-1.1	0.2	-0.1	2.0	-1	1	2.1	-5	0.7	-0.2	-5
Cc1ccc(S(=O)(=O)N2C[C@H]3[C@H]4C(=O)N(c5ccccc5)C(=O)[C@H]4CC(=O)[C@H]3[C@@H]2c2cccc3ccccc23)cc1	0.3	-0.1	1.7	x	3	-5	3.0	2	x	4.3*	0
O=C(NCCCN1CCOCC1)c1ccc(CS(=O)(=O)c2c(Cl)cccc2Cl)o1	-1.5	-0.3	-0.2	4.0	6	-1	-1.3	2	-0.8	0.4	-2
Cc1cccc2nc(-c3cccc(NC(=O)c4ccc(Cl)cc4)c3)cn12	-1.3	-0.9	-2.6	-1.0	6	-2	0.8	4	0.9	0.7	-20
Clc1ccccc1CN1CCN(CCCc2ccccc2)CC1	-0.9	0.1	-2.2	0.2	-1	-1	5.5	3	1.3	0.0	-5
O=C(NCc1ccc(Cl)c(Cl)c1)c1cccnc1	-0.6	-0.3	-1.8	-1.5	2	-1	3.6	7	-3.1	-0.4	1
CSc1ccccc1NC(=O)COc1ccc(Cl)cc1C	-0.5	0.1	2.5	0.5	5	4	3.0	5	1.6	0.7	2
CC(=O)c1c(C)[nH]c2ccccc2c1=O	-1.4	0.2	-1.2	0.1	4	7	-0.3	1	0.2	0.0	-3
CCOC(=O)c1c(NC(=O)CSc2nnc3c(n2)[nH]c2ccc(F)cc23)sc(C(C)=O)c1C	0.2	0.7	0.2	0.1	-4	4	0.4	1	0.8	0.1	1
CC(C)(C)OC(=O)N/N=C/c1cccc([N+](=O)[O-])c1	0.4	-0.5	3.7	1.9	0	4	11*	7	4.6	4.4*	1
Cc1cc(C)n(-c2nc(N(C)C)nc(N(C)C)n2)n1	0.3	0.5	-0.9	-1.2	-8	-3	0.8	-29	0.2	-0.7	13
CC(=O)n1cc([C@@H]2C=C(C(=O)N3CCOCC3)O[C@H](OCCCCO)C2)c2ccccc21	-0.1	0.1	0.5	-0.2	4	2	0.4	0	0.0	-0.1	-1
Cn1c(CN2CCOCC2)nc2cc(NC(=O)COc3ccccc3)ccc21	-1.9	-0.7	-1.7	-1.1	4	-3	-3.5	-1	-1.5	-1.0	-3
COc1cc2c(cc1OC)C(c1cccc(Cl)c1Cl)CC(=O)N2 (stereo not given)	-2.0	-0.3	-2.6	0.1	-3	-3	-3.6	-18	2.0	-0.3	-7

Only SMARCA2 activ (three entries from above):
SMILES	SMARCA2 activ
NCC1CCN(c2nc3ccccc3c3c2CCCC3)CC1	-2
CC(C)N1CCCC(CNC(=O)CCc2nnc(CCCCc3ccccc3)o2)C1 (stereo not given)	-6
CCOC(CCn1c(SCC(=O)NC2CCCC2)nc2ccccc2c1=O)OCC	6

Later entries
SMILES	ssDAF12 agonist	KLK7 zymogen act	hcDAF12 agonist	DAX1 inh-1	GC-B act	SMARCA2 activ	hgDAF12 agonist	GC-A act	GAA850 FXN act	DAX1 inh-2	sPLA2-III inh
C[C@@H]1CN([C@H](C)CO)C(=O)CCCn2cc(nn2)CO[C@H]1CN(C)S(=O)(=O)c1ccc2c(c1)OCCCO2	-1.4	0.4	-0.7	0.0	-4	5	2.2	2	0.2	1.0	4
CNC(=O)C[C@H]1C(=O)N(c2ccc(Br)cc2)C[C@@H]1C	-1.3	0.6	-1.5	2.9	-4	-3	0.2	0	1.1	-0.7	2
O=C(O)CCC(=O)Nc1ccc(F)cc1	-0.7	-0.1	0.3	-0.9	3	0	1.8	-2	0.8	-0.2	7
Cc1ccc(NC(=O)CN2C(=O)NC(Cc3c[nH]c4ccccc34)C2=O)cc1S(=O)(=O)N1CCCCC1 (stereo not given)	-1.6	1.2	-3.6	-0.9	2	-3	-7.7	2	-0.3	-0.8	-121
Cc1ccccc1N(CC(=O)NCCc1ccccc1)C(=O)CCC(=O)Nc1ccccn1	-1.1	-0.2	-2.8	0.1	-8	-2	-1.9	-5	1.5	-0.8	-4
COc1cc2[nH]c(=S)n(Cc3ccc(C)cc3)c(=O)c2cc1OC	-1.9	0.1	-0.6	0.6	6	5	-1.9	10	0.5	-1.1	-2
Cc1ccc2nc(CSc3nnc(-c4ccco4)n3-c3ccccc3)cc(=O)n2c1	-1.5	-0.4	-0.7	-1.6	-3	-2	-1.4	2	-0.2	-0.1	1
CCc1c(C)nc2cc(-c3ccc(OC)c(OC)c3)nn2c1N1CCC(C)CC1	-1.4	-0.1	-1.7	1.4	1	0	0.4	8	1.2	0.3	3
O=C(NCCn1cc(SCc2ccccc2)c2ccccc21)c1ccccc1F	-1.7	-0.3	-1.7	0.4	-5	-5	-0.2	-10	2.0	-1.8	-10
Cc1ccc(S(=O)(=O)N2CCC(C(=O)Nc3ccc(S(=O)(=O)N4CCCC4)cc3)CC2)cc1	-1.9	0.6	-2.0	-2.1	1	-5	-5.9	0	0.2	-2.4	-23
COc1cc(C(=S)N2CCOCC2)cc(OC)c1OC(=O)c1ccccc1Cl	-1.4	0.3	-1.2	-0.6	1	-4	0.4	-1	-0.9	-0.1	-5
Cc1c(P(=S)(c2ccccc2)c2ccccc2)[n+]2ccccc2n1C/C=C/c1ccccc1	-1.8	0.1	-1.9	x	-1	-7	-5.2	-2	-5.5	-5.3	8
O=C(OCc1cccs1)c1ccccc1NS(=O)(=O)c1ccc2c(c1)OCCO2	-0.8	-13	-1.6	-0.1	0	-1	0.8	3	0.9	-0.7	-8
CC[C@]12c3[nH]c4cc(-c5ccco5)ccc4c3CCN1C(=O)[C@@H](CC(=O)NCCCn1ccnc1)C[C@@H]2C(=O)N1CCN(C(=O)c2ccco2)CC1	-0.6	97*	0.9	-1.0	-3	-2	-2.1	4	0.0	-0.1	-4
Cc1nc(C(F)(F)F)c(C(=O)NC(=O)Nc2ccc(OC(F)(F)F)cc2)s1	-0.8	0.2	-2.1	0.2	6	-2	-2.7	5	0.5	-0.1	2
COC(=O)c1ccc(NC(=O)C23CCC(C)(C(=O)O2)C3(C)C)cc1 (stereo not given)	-0.5	0.3	-1.1	1.3	-2	-1	1.7	3	1.1	0.2	5
O=C(O)c1cc([N+](=O)[O-])cc2c1nnn2O	-1.7	-0.4	0.5	1.6	-6	4	0.6	-2	0.0	-0.2	5
Cc1cnn2c(C3CC3)ccnc12	-0.7	0.0	-1.9	0.2	1	-2	0.0	0	-0.9	0.1	5
CC(C)CN(C)Cc1c(C(=O)N2CCc3ccccc3C2)nc2ccc(Cl)cn12	-2.1	0.7	-1.8	-0.1	-1	-4	0.2	-7	1.7	-0.4	2
COc1ccc(OC)c(-c2nc(C)sc2CC(=O)O)c1	-1.2	0.1	-0.3	0.8	4	-2	-0.1	6	1.9	0.0	3
C=CCNC(=S)Nc1ccc(OC)c(S(=O)(=O)N2CCOCC2)c1	-0.5	0.0	-0.8	0.0	2	0	-2.5	-3	-0.1	-0.3	2
CNc1nc(C)c([N+](=O)[O-])c(Nc2ccc(OC)cc2)n1	-1.1	0.0	-3.2	2.2	5	-3	-1.2	5	2.1	0.6	13
COc1ccc(N=c2oc3cc(O)ccc3cc2C(=O)NCC2CCCO2)c(OC)c1 (stereo not given)	-1.8	20*	-0.8	1.0	-6	0	0.9	1	9.7*	-0.3	-1
O=C(NCCCn1ccnc1)/C(=C\c1cccnc1)NC(=O)c1ccccc1Br	-0.8	-0.2	0.4	1.8	1	-3	0.6	6	2.4	-0.5	4
O=C(CSc1nncn1-c1cccnc1)N(c1ccccc1)c1ccccc1	-0.2	0.3	0.9	-0.2	1	-2	-2.7	0	-1.9	0.3	5

(continued)
SMILES	ssDAF12 agonist	KLK7 zymogen act	hcDAF12 agonist	DAX1 inh-1	GC-B act	SMARCA2 activ	hgDAF12 agonist	GC-A act	GAA850 FXN act	DAX1 inh-2	sPLA2-III inh
Cc1nn(C(C)C(=O)N2CCc3ccccc32)c(C)c1[N+](=O)[O-] (stereo not given)	0.3	0.6	-1.3	0.1	1	-2	-0.9	1	1.2	0.0	2
COc1ccc(NC(=S)N/N=C/c2cccn2Cc2ccc(F)cc2Cl)cc1	-1.4	-0.3	-0.1	-0.9	-3	2	-3.6	-4	-1.3	-0.8	0
CC(=O)c1cccc(NC(=O)C(C)OC(=O)c2cccc(S(=O)(=O)N3CCN(C)CC3)c2)c1 (stereo not given)	-1.1	-0.3	-1.4	0.7	-2	-2	-0.2	-2	0.4	1.3	-12
CSc1ccccc1NC(=O)CN(c1ccccc1Br)S(C)(=O)=O	0.0	-0.5	-1.4	-0.6	-2	1	-1.7	0	1.1	-0.1	2
COc1ccc(-c2cc(C(=O)Nc3c(C)n(C)n(-c4ccccc4)c3=O)c3ccccc3n2)cc1	-1.2	0.3	-2.0	0.1	4	0	-2.0	-5	-0.6	-0.5	1
CCC1Oc2ccc(C)cc2N(CC(=O)N(Cc2ccncc2)Cc2ccco2)C1=O (stereo not given)	-1.0	0.8	-0.2	-0.2	0	0	-3.6	-4	2.1	-0.1	-3
